RmlC RmlD mix – RmlC and RmlD coupled enzyme inhibitors, primary screen, biochemical, 384-well, compound mixtures, retest. RmlC/RmlD coupled enzyme inhibition, 384-well mixture HTS. AID 1532, 2009. inhibition, % at 5.5 µM. 0.39% of 110,000 active; in the data active = inhibition above about 30%, passing the limit was not always enough; inconclusive = no clear call, values can overlap the other calls; also: strong numbers were not always called active
RT RNaseH block – HIV-1 RT RNase H inhibitors, primary screen, biochemical, fluorescence. inhibition, % at 10 µM. 1.9% of 65,000 active. RT-RNase H RNA/DNA duplex cleavage; in the data active = inhibition above about 50%
* marks the source's active call; other numbers are inactive results; ? = inconclusive; . = not tested or not shown; & = joins results of further samples.

Values run as follows: RmlC RmlD mix | RT RNaseH block
Cc1ccc(-c2[nH]c3cc(C(N)=O)ccc3c(=O)c2O)cc1
 : -4 | .
CC(C)NC(=O)C1CCCN(S(C)(=O)=O)C1 (centres undefined)
 : -7 | 6
C=CCn1c(SCC(=O)Nc2ccc3c(c2)OCO3)nnc1-c1cc(Br)ccc1O
 : -7 | -9
CSc1nnc(Cn2c(=O)sc3ccccc32)n1-c1cccc(Cl)c1
 : -13 | -12
CN1CCN(CC(=O)N(C)c2nc(-c3ccccc3)cs2)CC1
 : 5 | -3
Cc1cc(NC(=O)CSc2nc(C3CC3)nc3sc4c(c23)CCC(C)C4)no1 (centres undefined)
 : 4 | 70*
Cc1c(C(=O)NCc2cccnc2)oc2ccc(S(=O)(=O)N3CCCCCC3)cc12
 : 4 | -13
N#Cc1ccc(NC(=O)COC(=O)C2=COCCO2)cc1
 : -2 | -16
OC1CC(c2ccco2)NC2(CCCCC2)C1 (centres undefined)
 : -1 | 4
COc1cccc(CNCCc2c[nH]c3ccccc23)c1OCc1ccccc1F
 : 2 | .
CC(C)(C)NC(=O)CSc1nnc(CN2CCCCCC2=O)n1-c1ccccn1
 : -2 | 0
COc1ccc2nc(SCC(=O)Nc3ccc(S(=O)(=O)Nc4nccc(C)n4)cc3)[nH]c2c1
 : 4 | .
CN(C)c1ccc(C=Nc2ccccc2C(N)=O)cc1
 : . | -7
N#Cc1c(NC(=O)COC(=O)c2ccc(F)cc2)sc2c1CCC2
 : 5 | .
CCCC(=O)Nc1ccc(C(=O)NCC2CCCO2)cc1 (centres undefined)
 : 5 | .
Cc1cccc(NC(=O)c2ccoc2C)n1
 : 7 | .
COc1ccc(/C(N)=N/OC(=O)Cc2ccccc2OC)cc1
 : 2 | .
CCc1ccc(/C(C)=N/Nc2cc(Cl)nc(C)n2)cc1
 : -18 | .
CNc1ccc(Br)cc(C(=O)/C=C/c2cccc(OC)c2OC)c1=O
 : 94 | .
N#CCN1CCN(CCC(=O)Nc2ccc(OCc3ccccc3)cc2)CC1
 : -9 | .
O=C(OCC(=O)c1cccs1)C1=COCCO1
 : 3 | -21
Cc1ccc(C)c(-c2cc(C(=O)Nc3nccs3)c3ccccc3n2)c1
 : ? | .
O=C(NCCC1=CCCCC1)c1ccc(Cl)c(S(=O)(=O)N2CCOCC2)c1
 : -5 | 1
CC1C=Cc2ccccc2N1C(=O)c1ccccc1 (centres undefined)
 : . | -33
N#Cc1c(-c2ccccc2)nc(N2CCOCC2)[nH]c1=O
 : -2 | -26
COC(=O)c1cc(=O)n(-c2ccccc2)c(=Nc2ccccc2)s1
 : 4 | .
CCCc1nc(NC(C)=O)c(C#N)c(-c2ccco2)c1CC
 : -3 | -30
CCC(=O)c1c[nH]c(C(=O)NCC2CCCO2)c1 (centres undefined)
 : -15 | .
COc1cc(/C=C(\C#N)c2[nH]nc(N)c2C#N)cc(OC)c1O
 : -11 | .
CC(Cc1ccccc1)C(=O)N(C)Cc1ccccc1 (centres undefined)
 : 7 | .
CCCC[N+]1(C)[C@@H]2CC(OC(=O)[C@H](CO)c3ccccc3)C[C@H]1[C@@H]1O[C@@H]12 (some centres undefined)
 : 33 | .
O=C(c1cccs1)n1cc(C(=S)N2CCOCC2)c2ccccc21
 : 6 | 42
O=C(Nc1cccc(S(=O)(=O)N2CCOCC2)c1)c1ccco1
 : 7 | .
NC(N)=NC(=O)c1nc(Cl)c(N)nc1N
 : 12&-1&-8 | -10
COc1ccc(NC(=S)Nc2ccc(Oc3ccccc3)cc2)cc1
 : -10 | .
CC(=O)n1cc([C@H]2C=C(C(=O)N3CCOCC3)O[C@@H](OCCCCO)C2)c2ccccc21
 : 2 | .
Cc1ccc(-c2nc(CS(=O)CC(=O)NCCC(C)C)c(C)o2)cc1 (centres undefined)
 : 11 | 17
Cn1cc(-c2nnnn2-c2ccc(Cl)cc2)c(=O)c2ccccc21
 : 4 | .
CC(C)CNc1nc(Oc2ccc(=O)n(-c3ccccc3)n2)nc(N2CCOCC2)n1
 : 7 | -36
COc1ccc(OCc2nnc(SCC(=O)NCc3ccco3)o2)cc1
 : 102 | -8
O=c1[nH]c(O)c(/C=C2\C=NN=C2c2ccccc2)c(=O)[nH]1
 : 2 | .
CC(C)(C)OC(=O)N[C@@H](Cc1ccccc1)c1nnc(S(=O)(=O)Cc2cccc(F)c2)o1
 : 2 | 16
Cc1ccc(C23CC4CC(CC(NC(=O)N5CCN(C)CC5)(C4)C2)C3)cc1
 : -17 | 5
COC(=O)c1[nH]c2cccc(OC)c2c1NC(=O)CCN1CCN(c2cccc(Cl)c2)CC1
 : 9 | -15
Cc1cccc(-c2nnc(SCC#N)n2-c2cccc(Cl)c2)c1
 : 2 | -28
COc1ccc(CNC(=O)C23CN(Cc4ccccc4)CC2C(c2ccc([N+](=O)[O-])cc2)=NO3)cc1 (centres undefined)
 : -4 | .
Cc1ccc(S(=O)(=O)N/N=C/c2ccc(OS(=O)(=O)c3ccc(C)c([N+](=O)[O-])c3)cc2)cc1
 : -3 | .
CC(C)Oc1ccc(NC(=O)Oc2ccccc2)cc1
 : 3 | 0
COc1ccc(C2CCCN2C(=O)Nc2ccc(Cl)cc2)cc1OC (centres undefined)
 : 14 | .
CCOC(=O)N1CCN(C(=O)CSc2nc3c(cnn3-c3ccccc3)c(=O)[nH]2)CC1
 : -7 | -5
O=C(OCC1COc2ccccc2O1)c1ccccc1F (centres undefined)
 : -6 | -67
COc1cccc(NC(=O)N2CCCC(C(=O)Nc3ccccc3OC)C2)c1 (centres undefined)
 : 6 | 4
Cc1ccccc1OCCNC(=O)c1ccccc1Sc1ccccc1C#N
 : -14 | .
COc1ccc(OCCN2CCN(C3CC(=O)N(CCC(C)C)C3=O)CC2)cc1 (centres undefined)
 : -205 | -5
Cc1c(C#N)c2ncnc(-c3ccccc3)c2n1-c1ccccc1
 : -9 | -10
Cc1cccc(C)c1NC(=O)c1cc(S(=O)(=O)N2CCOCC2)ccc1F
 : 5 | -5
CCn1c(SCC(=O)Nc2ccc(C)cc2)nnc1-c1ccc(O)cc1
 : -9 | .
CCN(C(=O)COC(=O)c1[nH]c(C)c(C(C)=O)c1C)C1CCS(=O)(=O)C1 (centres undefined)
 : 26 | .
CC(=O)[C@@]1(O)CC[C@H]2[C@@H]3CCC4=CC(=O)CC[C@]4(C)[C@H]3CC[C@@]21C
 : 5 | .
COC(=O)c1ccc(NC(=O)CCn2c(=O)oc3ccccc32)cc1
 : -13 | -17

Remaining list, next part.
Values run as follows: RmlC RmlD mix | RT RNaseH block
CC(C)OCC(O)CN1CCNCC1 (centres undefined)
 : 4 | .
CCC(=O)Nc1ccc(Br)c(Cl)c1
 : . | -13
CCCCN(CC)C(=O)Cc1cn(C)c2ccccc12
 : 161 | .
COc1ccc(C(=O)CSc2nnc(CCc3ccccc3)n2-c2ccccc2)cc1
 : -9 | .
Cn1nc(-c2ccccc2)c(CSc2ccccc2)c1Cl
 : 11 | .
Cc1ccc(C(C)C)c(OCC(=O)Nc2ccc(N3CCN(S(C)(=O)=O)CC3)cc2)c1
 : 5 | 9
CCOC(=O)C(NC(=O)c1ccc(F)cc1)(Nc1nnc(C)s1)C(F)(F)F (centres undefined)
 : -12 | -4
COC(C(=O)Nc1ccc(F)cc1)c1ccccc1 (centres undefined)
 : -6 | .
CCOC(=O)CSc1ccc2nnc(-c3ccccc3)n2n1
 : -11 | -24
COC(=O)C1=C(N)Oc2cc(C)n(CCCn3ccnc3)c(=O)c2C1c1cccc(Cl)c1 (centres undefined)
 : -10 | 13
O=C(NCc1ccccn1)C1CCN(S(=O)(=O)c2cnc[nH]2)CC1
 : . | 1
c1ccc(-c2nnc3sc(-c4cc5ccccc5o4)nn23)cc1
 : 5 | 36
COc1ccc(OC)c(S(=O)(=O)Nc2ccc(Oc3ccccc3)cc2)c1
 : 5 | .
NC(=O)CSc1nnc(-c2ccncc2)n1CCc1ccccc1
 : 4 | -16
O=C(Nc1ccc2c(c1)OCCO2)C1CCCN1S(=O)(=O)c1ccc(Cl)cc1 (centres undefined)
 : 5 | 1
Cc1ccc(Cn2nnc3c(=O)n(CC(=O)N4CCN(c5ccccc5)CC4)cnc32)cc1
 : 2 | 2
CC(=O)c1c(C)[nH]c(C(=O)OCC(=O)Nc2ncc(Cl)c(C)c2Cl)c1C
 : 4 | 5
Oc1ccc(-c2onc3ccc(Cl)cc23)cc1
 : -9 | .
COc1cc2cc(CN(CCN3CCCC3)C(=O)Nc3ccc(F)cc3)c(=O)[nH]c2cc1OC
 : . | 21
COc1cc(C2C(C#N)=C(N)OC3=C2C(=O)CCC3)cc(OC)c1OC(=O)N1CCOCC1 (centres undefined)
 : -60 | 3
Cc1cc(C)n(CCCO)c(=O)c1C#N
 : 8 | .
CCC(C)NC(=O)c1cc(Cl)ccc1OC (centres undefined)
 : -1 | .
CCn1c(=O)cc(SCC(=O)N2CCC(C)CC2)c2ccccc21
 : -6 | -17
Cc1oc(/N=C/c2ccccc2O)c(C#N)c1C
 : 3 | 0
Cc1ccccc1C(=O)NCCc1nnc(SCC(=O)Nc2nc(-c3ccccc3)cs2)n1C
 : 85 | .
CCn1c(COc2ccc(Cl)cc2)nnc1SCc1ccc(C#N)cc1
 : 11 | 7
CCOC(=O)C1=NN(c2ccccc2C)C2=NC(C)=C(C(=O)OC)C(c3cccs3)N12 (centres undefined)
 : 17 | .
CCn1c(=O)cc(NC2=NCC(C)CN2c2cccc(Cl)c2)n(C)c1=O (centres undefined)
 : 6 | -9
Cc1c(NC(=O)C2CCCCN2S(=O)(=O)c2ccc(Cl)cc2)c(=O)n(-c2ccccc2)n1C (centres undefined)
 : -7 | 1
Cn1c(=O)c2c(SCC(=O)N3CCN(c4ccccc4)CC3)nc(C3CC3)nc2n(C)c1=O
 : -9 | 5
CCC(C)(C)NC(=O)C(c1ccc(F)cc1)N(Cc1ccco1)C(=O)CCC(=O)Nc1ccccn1 (centres undefined)
 : -9 | -7
Cc1ccc(-n2nnc(-c3nccs3)n2)cc1
 : 8 | .
COc1c(N2C[C@@H]3CCCN[C@@H]3C2)c(F)cc2c(=O)c(C(=O)O)cn(C3CC3)c12
 : 7 | .
Cn1c[n+](C)cc1/C=N/O
 : -4 | -16
O=C(Nc1cccnc1)c1c(O)c2cccc3c2n(c1=O)CC3
 : . | 21
O=C(Nc1cccc2nsnc12)c1ccc2c(c1)OCO2
 : -8 | .
COC(=O)c1ccc(C(=O)OC)c(NC(=O)CN2CCN(c3ccc(OC)cc3)CC2)c1
 : -6 | .
CC(C)CC(=O)Nc1ccc(S(=O)(=O)NCc2ccco2)cc1
 : -10 | .
O=C(c1cc2c(=O)n3ccccc3nc2s1)N1CCOCC1
 : . | -11
Cc1ccc(NC(=O)CSc2nc3ccccc3c3nc(CCc4c(C)n[nH]c4C)nn23)cc1F
 : -49 | .
O=C(Cc1ccccc1)NCCc1cccc(Cl)c1
 : -9 | .
Oc1c(N=Nc2ccccn2)ccc2ccccc12
 : 3 | .
Cc1c(C(=O)N2CCN(c3ccccc3)CC2)sc2ncnc(N3CCN(c4ccccc4)CC3)c12
 : . | -5
CCC(C)NS(=O)(=O)c1ccc(OCC(=O)Nc2ccc3c(c2)OCO3)cc1 (centres undefined)
 : 5 | .
COc1ccc(S(=O)(=O)N2CCC(C(=O)N3CCCCC3)CC2)cc1Cl
 : -5 | .
CC(=O)c1nc2ccccc2n1S(=O)(=O)c1ccc(Cl)cc1
 : 11 | 3
Cc1ccc(S(=O)(=O)c2c(N)n(/N=C/c3ccco3)c3nc4ccccc4nc23)cc1C
 : 9 | 30
CC1=NCC(C)c2c1[nH]c1ccccc21 (centres undefined)
 : -6 | .
Cc1cccc(OCC(O)Cn2c(-n3nc(C)cc3C)nc3c2c(=O)[nH]c(=O)n3C)c1 (centres undefined)
 : 6 | -2
Cc1ccc(N2CCN(S(=O)(=O)c3ccc(F)cc3)CC2)c(C)c1
 : -10 | -1
COc1cc(OC)cc(C(=O)NC2CCN(CC(=O)Nc3cccc4ccccc34)CC2)c1
 : 8 | .
O=C(CSc1nc2ccccc2o1)NCCOc1ccccc1
 : -6 | -37
CCN(/C=N/c1sc2c(c1C#N)CC(C)(C)NC2(C)C)CC
 : -7 | .
CCN(CCNS(=O)(=O)c1ccc2[nH]c(=O)sc2c1)c1ccccc1
 : 7 | -6
Cc1ccc(S(=O)(=O)CCc2nnc(N)s2)cc1
 : -5 | .
Cc1ccccc1OCC(=O)NCCN1CCCC1
 : 32 | 2
CCOc1ccccc1Nc1nc(-c2sc(NC(=O)c3cccc(Cl)c3)nc2C)cs1
 : -11 | .
COc1ccc(CNCC(=O)Nc2cc(C)nn2-c2nc(C)cc(C)n2)cc1OC
 : . | -7
CC(=O)NCc1cn2c(C)csc2n1
 : 2 | -3
CC(=O)Oc1ccc2c(C)cc(=O)[nH]c2c1
 : 64* | 1

Reprinted at random: six compounds from above
Values run as follows: RmlC RmlD mix | RT RNaseH block
O=C(CSc1nc2ccccc2o1)NCCOc1ccccc1
 : -6 | -37
CC(=O)NCc1cn2c(C)csc2n1
 : 2 | -3
Cc1cccc(OCC(O)Cn2c(-n3nc(C)cc3C)nc3c2c(=O)[nH]c(=O)n3C)c1 (centres undefined)
 : 6 | -2
Oc1c(N=Nc2ccccn2)ccc2ccccc12
 : 3 | .
CCN(/C=N/c1sc2c(c1C#N)CC(C)(C)NC2(C)C)CC
 : -7 | .
COc1ccc(S(=O)(=O)N2CCC(C(=O)N3CCCCC3)CC2)cc1Cl
 : -5 | .

Remaining list, next part:
Values run as follows: RmlC RmlD mix | RT RNaseH block
Nc1ccc2c(c1)oc1ccccc12
 : -11 | .
Cc1nc(N2CCCC2C(=O)O)c2oc3ccccc3c2n1 (centres undefined)
 : 9 | -8
O=C(c1cc(-c2cccs2)on1)N1CCN(c2ccc(F)cc2)CC1
 : 11 | -8
COCCn1c(SCC(=O)Nc2nc3ccccc3s2)nnc1-c1ccoc1C
 : 2 | .
COc1ccccc1NC(=O)c1sc2ncn(Cc3cccc(C)c3)c(=O)c2c1C
 : 66* | .
CC(C)NS(=O)(=O)c1ccc(OCC(=O)NCC2CCCO2)c(Cl)c1 (centres undefined)
 : 10 | .

Source: PubChem (several laboratories)

A portion of the library; rates above refer to the full screens.
